Screening data from PubChem BioAssay.
14-3-3 PPI – alters human 14-3-3 gamma binding to Raf peptide; inhibition, % at 40 µM; P61981; FP, 14-3-3gamma / TMR-pS259-Raf peptide binding; hit rate 0.19% among 160,000; in the data active means inhibition above about 30%;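 further: 0% = protein plus tracer without compound and 100% = blank with tracer alone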
Target sequence (P61981 whole entry, looked up): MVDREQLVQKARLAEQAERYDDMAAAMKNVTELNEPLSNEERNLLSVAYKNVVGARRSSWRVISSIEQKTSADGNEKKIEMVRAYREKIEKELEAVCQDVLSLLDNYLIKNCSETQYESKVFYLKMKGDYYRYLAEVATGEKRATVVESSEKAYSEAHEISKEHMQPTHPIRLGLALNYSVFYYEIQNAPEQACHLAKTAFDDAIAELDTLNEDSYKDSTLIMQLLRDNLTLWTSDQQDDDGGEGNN
An asterisk follows results filed as active; & = joins results of further samples. Not all compounds are listed (hit frequency here may not be typical).

SMILES	14-3-3 PPI
CCOCCCNC(=O)c1cc2cc3cc(OC)ccc3nc2s1	-3.5
COC(=O)CCC(=O)Nc1ccc(Nc2ccccc2)cc1	-8.3
Cc1cc(OCC(=O)n2cnc3ccccc32)ccc1[N+](=O)[O-]	-1.1
O=C(Nc1ccc(NC(=O)c2ccc([N+](=O)[O-])o2)cc1)c1ccco1	-4.3
Cc1occc1-c1nnc(SCC(=O)c2cc3ccccc3oc2=O)o1	-11.1
Cn1c(=O)cc(OCCCC(=O)NCc2ccc3c(c2)OCO3)c2ccccc21	3.7
COc1ccccc1-n1c(=O)c2c3c(sc2n2c(SC)nnc12)CCC3	-3.3
COc1cccc(-c2cc(C(F)(F)F)nc(-n3cncn3)n2)c1	-5.4
Cc1c(Cc2ccccc2)sc(NC(=O)COc2ccccc2)c1C(N)=O	-110.6
O=C(CCCN1C(=O)c2ccccc2C1=O)NCC(=O)N1CCOCCOCCOCCOCC1	4.3
COc1ccc(C(=O)CSc2ccccn2)cc1OC	-5.7
CCC(C)(C(=O)NC1CCCCC1)N(C(=O)CC1NC(=O)NC1=O)c1ccccc1 (stereo not given)	-2.2
COc1ccc(C2SCCN2S(=O)(=O)c2ccc(C)c([N+](=O)[O-])c2)cc1OC (stereo not given)	3.5
COc1cc(OC)c(-c2nn3c(-c4ccncc4)nnc3s2)cc1OC	-3.4
Oc1ccc(-c2csc(NCc3ccco3)n2)cc1	-5.0
CCOc1ccc2c(c1)C(=C1SC(C(=O)OC)=C(C(=O)OC)S1)C(=S)C(C)(C)N2C(=O)CN1C(=O)CCC1=O	-7.3
CCN1CCN(CCCOc2ccc(-c3ccccc3)cc2)CC1	-4.4
Cc1ccc(C(=O)CC2(O)C(=O)N(CCc3ccccc3)c3ccc(Br)cc32)o1 (stereo not given)	0.6
Cc1nn(CCCC(=O)N2CCCc3ccccc32)c(C)c1[N+](=O)[O-]	-10.9
COc1cc(OC)c(OC)cc1C=Cc1nc2cc3ccccc3cc2c(=O)n1-c1ccc(F)cc1	-15.0
Cc1c(C)n(C(=O)CN2CCc3ccccc3C2)c2ccccc12	-12.1
CCC1C(=O)CN1S(=O)(=O)c1ccc(C)cc1 (stereo not given)	0.4
COc1cc(C(=O)Nc2ccc(N3CCN(C(C)=O)CC3)cc2)cc(OC)c1OC	-4.3
CCOc1ccc(-n2c(=O)c3c(C)c(C)sc3n(Cc3ccccc3)c2=O)cc1	-4.5
Cc1ccc2cc3c(N)c(C(=O)N4CCOCC4)sc3nc2c1	-16.8
COc1ccc(C2C(C(=O)Nc3ccc(OC)cc3OC)CCC(=O)N2c2ccc(OC)cc2)cc1 (stereo not given)	-3.1
CC(=O)NCCn1c(SCc2cccc([N+](=O)[O-])c2)nc2ccccc2c1=O	-11.3
O=C(O)c1ccc(NS(=O)(=O)c2cccc(S(=O)(=O)c3ccccc3)c2)cc1	-6.7
Cc1ccc(N2C(=O)CC(Sc3nc4c(cc3C#N)CCCCCC4)C2=O)cc1 (stereo not given)	-25.4
COCCn1c(=S)[nH]c2cc(C(=O)N3CCN(Cc4ccc5c(c4)OCO5)CC3)ccc2c1=O	-3.4&-3.7
CC(=O)c1cc(C)ccc1OC(=O)c1cccnc1	-2.6
CCN(c1ncnc(N)c1[N+](=O)[O-])C1CCCCC1	-0.9
C=CCn1c(=O)[nH]c2cc(C(=O)N3CCN(c4ccc(C(C)=O)cc4)CC3)ccc2c1=O	-3.7&-4.9
CCOc1ccc(N=c2scc(-c3ccc(Cl)s3)n2CCc2ccc(S(N)(=O)=O)cc2)cc1	-3.6
CN1C(=S)SC(C)(C)C1[N+]([O-])=Cc1ccc([N+](=O)[O-])cc1 (stereo not given)	-2.1
CCCOc1ccc2oc(=O)c3c(c2c1)CCCN3C(=O)CN(CC)c1cccc(C)c1	-2.0
COC(=O)c1nc2n(n1)C(c1ccc(C)cc1)C(C(=O)OC1CCCCC1)=C(C)N2 (stereo not given)	-2.5
CCC(C)Cn1c(C=Cc2ccccc2)nc2ccccc21 (stereo not given)	-12.7
COc1ccc(C(=O)n2c(=S)nc3ccc(Cl)cn32)cc1	-8.0
O=C(Nc1cc(-c2nc3ccccc3s2)ccc1Cl)c1ccccc1Cl	-19.2
CCCCNC(=O)c1cc2ccccc2s1	-127.3
O=C(CCN1CCN(c2ccccc2F)CC1)Nc1ccc2c(c1)OCO2	-9.1
O=C(Nc1cccc(F)c1)c1cnc2n(c1=O)CCS2	-4.7
CCC(C)Sc1oc(-c2cccs2)nc1S(=O)(=O)c1ccccc1 (stereo not given)	-94.5
Cc1ccc(C(=O)n2cnnc2N)cc1Cl	-1.0
COc1ccc(-c2cnc(SCC(=O)Nc3ccc4c(c3)OCO4)n2Cc2ccco2)cc1	-2.8
CC(c1ccccc1)N1C(=O)CC(Sc2ncccc2C(=O)O)C1=O (stereo not given)	-5.4
O=C(CSCc1ccccc1)Nc1ccccc1	-0.1
Cn1c(=O)oc2cc(S(=O)(=O)N3CCCC(C(=O)NCCN4CCOCC4)C3)ccc21 (stereo not given)	3.4
COc1ccccc1C(=O)NCc1n[nH]c(=S)n1-c1cccc(C(F)(F)F)c1	-2.2
CC(=O)N1CCN=C1SCc1cccc(C(F)(F)F)c1	-8.3&0.3
O=C1c2ccc(Oc3cccc([N+](=O)[O-])c3)cc2C(=O)N1CC1CCCO1 (stereo not given)	-0.8
O/N=C1/CCSc2ccccc21	-7.7
Cc1ccc(S(=O)(=O)C2(C(=O)N(C)Cc3ccccc3)CC2)cc1	-1.6
O=C(C1=C(O)C(=O)N(CCCN2CCOCC2)C1c1ccncc1)c1cccs1 (stereo not given)	-4.0
Clc1ccc2c(c1)Nc1ccccc1CC2	0.5
O=C(CSc1nnc(-c2ccco2)o1)NC1CCCCCC1	3.2
CCOC(=O)c1sc(NC(=O)c2ccc(S(=O)(=O)N3CCc4ccccc4C3)cc2)nc1-c1ccccc1	-7.1
Cc1cccc(-c2cc(C(=O)NCc3ccccn3)c3ccccc3n2)c1	-10.1
CC1CCCC2(C1)NC(=S)N(C(C)(C)C)N2 (stereo not given)	-3.1

Additional structures.
SMILES	14-3-3 PPI
Cc1cccc(-c2cc(O)cc3sc(=O)oc23)c1	-16.0
O=C(O)CN1C(=O)CNC1=O	2.4
O=C(O)c1ccc2c(c1)NC(=O)C(N1CCCCC1)S2 (stereo not given)	-6.2
CCOC(=O)c1c(NC(=O)c2cc(OC)c(OC)c(OC)c2)sc2c1CCC2	-1.3
O=S1(=O)c2ccccc2NC(c2ccc(Br)cc2)N1Cc1ccccc1 (stereo not given)	-2.3
CCOc1ccc(NC(=O)CN(C)S(=O)(=O)c2ccc(Br)s2)cc1	-2.3
CC(C)(C)NC(=O)CSc1nc2ccccc2n1-c1ccccc1	1.8
CCCCCCCSc1nnc2c(n1)OC(c1ccco1)Nc1ccccc1-2 (stereo not given)	-1.9
CCN(CC)CCNC(=O)c1ccc2c(c1)[nH]c(=S)n1c3ccccc3nc21	-16.9
C=CCN1C(=O)C(O)(CC(=O)c2ccc(C)cc2)c2ccccc21 (stereo not given)	-4.6
CCCCOc1ccccc1C1C(C(=O)OC)=C(C)NC2=C1C(=O)CC(C)(C)C2 (stereo not given)	-4.8
CSc1ccc(-c2nc3cnccn3c2Nc2ccc3c(c2)OCO3)cc1	-0.2
CC(=O)c1ccc(NC(=O)c2cc3nc(-c4ccc(C)cc4)cc(C(F)(F)F)n3n2)cc1	-2.3
Cc1[nH][nH]c(=O)c1C(c1cc2c(cc1Br)OCO2)c1c(C)[nH][nH]c1=O	0.2
COc1ccc(CN2CCN(c3ncccn3)CC2)c(OC)c1	4.6
Cc1ccc(-n2nc3ccccc3n2)c(OC(=O)c2cccc([N+](=O)[O-])c2)c1	-2.0
CCOC(=O)C1C(=O)CC(C)(O)C(C(=O)OCC)C1c1ccc(Br)cc1 (stereo not given)	-6.1
Cc1ccc(-c2cn3c(=S)[nH]nc3s2)cc1	-0.4&-8.1
c1ccc(OCc2nnc3sc(C4COc5ccccc5O4)nn23)cc1 (stereo not given)	-5.9
Cc1ccc(C(=O)COC(=O)c2nonc2N)cc1[N+](=O)[O-]	-1.8

Another view of 18 compounds above:
| molecule | 14-3-3 PPI |
| --- | --- |
| CC1CCCC2(C1)NC(=S)N(C(C)(C)C)N2 (stereo not given) | -3.1 |
| Cc1cccc(-c2cc(O)cc3sc(=O)oc23)c1 | -16.0 |
| O=C(O)CN1C(=O)CNC1=O | 2.4 |
| O=C(O)c1ccc2c(c1)NC(=O)C(N1CCCCC1)S2 (stereo not given) | -6.2 |
| CCOC(=O)c1c(NC(=O)c2cc(OC)c(OC)c(OC)c2)sc2c1CCC2 | -1.3 |
| O=S1(=O)c2ccccc2NC(c2ccc(Br)cc2)N1Cc1ccccc1 (stereo not given) | -2.3 |
| CCOc1ccc(NC(=O)CN(C)S(=O)(=O)c2ccc(Br)s2)cc1 | -2.3 |
| CC(C)(C)NC(=O)CSc1nc2ccccc2n1-c1ccccc1 | 1.8 |
| CCCCCCCSc1nnc2c(n1)OC(c1ccco1)Nc1ccccc1-2 (stereo not given) | -1.9 |
| CCN(CC)CCNC(=O)c1ccc2c(c1)[nH]c(=S)n1c3ccccc3nc21 | -16.9 |
| C=CCN1C(=O)C(O)(CC(=O)c2ccc(C)cc2)c2ccccc21 (stereo not given) | -4.6 |
| CCCCOc1ccccc1C1C(C(=O)OC)=C(C)NC2=C1C(=O)CC(C)(C)C2 (stereo not given) | -4.8 |
| CSc1ccc(-c2nc3cnccn3c2Nc2ccc3c(c2)OCO3)cc1 | -0.2 |
| CC(=O)c1ccc(NC(=O)c2cc3nc(-c4ccc(C)cc4)cc(C(F)(F)F)n3n2)cc1 | -2.3 |
| Cc1[nH][nH]c(=O)c1C(c1cc2c(cc1Br)OCO2)c1c(C)[nH][nH]c1=O | 0.2 |
| COc1ccc(CN2CCN(c3ncccn3)CC2)c(OC)c1 | 4.6 |
| Cc1ccc(-n2nc3ccccc3n2)c(OC(=O)c2cccc([N+](=O)[O-])c2)c1 | -2.0 |
| CCOC(=O)C1C(=O)CC(C)(O)C(C(=O)OCC)C1c1ccc(Br)cc1 (stereo not given) | -6.1 |

Continuation.
SMILES	14-3-3 PPI
COCc1nnc(NC(=O)c2cc(-c3ccccc3)nc3ccccc23)s1	-1.6
COc1ccc(-c2nc(SC)n(S(=O)(=O)c3ccccc3)n2)cc1	4.8
CCOc1cc(C2Nc3ccc4ccccc4c3C3=C2C(=O)CC(C)(C)C3)cc(Cl)c1O (stereo not given)	1.1
Cc1ccc(N2CCN(C(=O)c3cnn4c(C)c(Cc5ccccc5C)c(C)nc34)CC2C)cc1 (stereo not given)	-20.7
O=C1CC(c2cccs2)c2cc3c(cc2N1)OCCO3 (stereo not given)	17.9&-3.5
CCn1cc(C(=O)Nc2nncs2)c(=O)c2cc(F)c(N3CCN(C(=O)c4ccco4)CC3)cc21	-1.6
CCCCC(NS(=O)(=O)c1ccccc1)C(=O)O (stereo not given)	-4.5
CCN1CC=C2C(C#N)=C(N)C(C#N)(C#N)[C@H](c3cccc(OC)c3OC)[C@H]2C1	-9.8
O=C(Nc1c2c(nn1-c1cccc(Cl)c1)CSC2)c1ccco1	-6.0
O=C(NC(=O)C1CCNCC1)c1cccc(N2CCCC2=O)c1	-7.9
NC(=O)c1c(-c2ccc(Cl)cc2)csc1NC(=O)C1CC=CCC1C(=O)O (stereo not given)	-18.6
CN(C)c1oc(COc2ccc(F)cc2)nc1C#N	-3.8
CCOCCCNC(=O)c1ccc2c(c1)N(Cc1ccccc1)C(=O)CS2=O (stereo not given)	-3.0
Cc1ccc(OCC(=O)Nc2ccccc2N2CCOCC2)c(C)c1	-5.6
CCOc1ccc(C(=O)Nc2nc3ccc(Cl)cc3s2)cc1	0.9
COc1ccccc1CNC(=O)CN1C(=O)COc2ccccc21	-4.6
Cc1cccc(NC(=O)c2ccc(N3CCN(c4ccccc4Cl)CC3)c([N+](=O)[O-])c2)c1	0.0
COc1ccc(-c2nc3c4ccccc4ccn3c2CN2CCOCC2)cc1	4.8
CCCCn1c(=O)[nH]c(=O)c2c1nc(CN1C(=O)c3ccccc3S1(=O)=O)n2CCC	-5.0
CC(C)CCn1c(SCC(=O)c2ccccc2)nc2c1c(=O)[nH]c(=O)n2C	3.6&2.3
CCOc1ccc(C(=O)Nc2ccc3c(c2)OCCO3)cc1[N+](=O)[O-]	-11.9
CCOc1ccc2nc(SCC(=O)Nc3cc(C)on3)sc2c1	-8.9
COc1ccc(N2C(=O)CCC(C(=O)N3CCCCC3)C2c2ccc(F)cc2)cc1 (stereo not given)	-0.7
C=CCn1c(=N)n(CC(=O)OC)c2ccccc21	-3.0&-1.7
COc1ccccc1CNC(=O)Cn1nnc(-c2ccncc2)n1	-13.0
O=C(c1ccc2c(c1)N(Cc1cccc([N+](=O)[O-])c1)C(=O)c1ccccc1S2)N1CCCC1	-26.8
CC(C)OCCCn1c(SCc2ccccc2C#N)nc2c(sc3ccccc32)c1=O	-5.5
N#Cc1c(N2C(=O)C3C4C=CC(C4)C3C2=O)sc2c1CCCC2 (stereo not given)	-6.9
COc1ccc(C2=NN3C(C2)c2ccccc2OC3c2ccccc2Cl)cc1 (stereo not given)	-37.1
CC1=C(C(=O)OC2CCCCC2)C(c2ccccc2F)NC(=O)N1 (stereo not given)	3.3
COc1ccc(C2C3=C(CCCC3=O)OC3=C2C(=O)CCC3)cc1	0.1
O=C(CSc1cnc2ccccc2n1)NC1CCS(=O)(=O)C1 (stereo not given)	-4.9
CCN1C(=O)c2ccc(C(=O)Nc3nccs3)cc2C1=O	7.3
CCC(O)c1cc2c(cc1NC(=O)c1ccc(C)cc1)OCCO2 (stereo not given)	-5.0
O=C(CN(C(=O)CNC(=O)c1ccco1)c1ccc2c(c1)OCO2)NC1CCCCC1	-5.0
COc1cc2c(cc1OC)C1C(C(=O)N3CCN(C4CCCCC4)CC3)c3ccccc3C(=O)N1CC2 (stereo not given)	-0.9
COCCN1C(=O)c2ccccc2C(C(=O)Nc2ccccc2C)C1c1cn(C)c2ccccc12 (stereo not given)	-4.7
C=CCNC(=O)c1noc2c1CCc1cc(OC)ccc1-2	-4.1
O=C(Cc1cccs1)Nc1ccc(S(=O)(=O)Nc2ncccn2)cc1	-74.2
COc1ccc(C(NC(C)=O)c2cc([N+](=O)[O-])c3cccnc3c2O)cc1 (stereo not given)	-3.2
O=C(Cc1ccc(-n2c(=O)[nH]c3ccsc3c2=O)cc1)N1CCN(c2ccc(Cl)cc2)CC1	-8.8
O=C(Nc1nccs1)C(NS(=O)(=O)c1ccc(Br)s1)c1ccccc1 (stereo not given)	-2.8
C=CCn1c(Cc2cccs2)nnc1SCC(=O)Nc1ccc(OC)cc1	-0.4
